Ins promoter up – MIN6 insulin promoter up-regulation; MIN6 insulin promoter-GFP reporter, high-content imaging; hits give high values; z-score at 5 µM; 0.3% of 190,000 active;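 active = z-score above 3 at 5 µM with at least 500 cells counted in the well; inconclusive = wells under 500 cells, flagged as cytotoxic or low count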
human PMI inhibition – inhibitors of human PMI, primary screen, biochemical, fluorescence intensity, coupled assay (AID 1209); purified PMI enzyme, coupled fluorescence intensity; higher % means a stronger effect; one-dose inhibition, % at 20 µM; IC50 in µM for titrated hits; 0.42% of 190,000 active;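 note: plate controls were DMSO vehicle for no effect and wells lacking substrate for full effect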
Dynein cargo inh – blocks dynein driven cargo transport along microtubules | z-score, hits read low | 0.47% of 220,000 active | AID 1381 | 3617.4 mouse cells, GR-EGFP nuclear translocation imaging; test concentration mostly 20 µM; stimulated with dexamethasone, 1 µM; hits give low values;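 active = plate z-score of nuclear minus cytoplasmic receptor signal below a set negative limit, without overly bright fluorescence or cell loss, cut at about -3.5 in these data, passing the limit was not always enough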;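 note: z-score of nuclear minus cytoplasmic ring GR-EGFP intensity difference per well; some compounds called inactive have numbers as strong as hits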
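Buffer or medium: tet-free, stripped-serum medium; Also added: dexamethasone, 1.0 µM final; Technique: high-content fluorescence imaging after fixation; Times: 48 h induction, 1 h compound, 30 min dex at 37 °C; Read-out: per-cell GR-EGFP intensity, nucleus versus surrounding cytoplasmic ring, well-averaged.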
Yfh1-off respiration – mitochondrial function rescue without frataxin homolog – Friedreich's ataxia, plus single-dose screen, dose response (AID 1465). S. cerevisiae Yfh1-off respiration, WST-1 reduction, 72 h; higher fold induction means a stronger effect. one-dose fold induction at 50 µM; EC50 in µM for titrated hits. 0.074% of 220,000 active;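 active = fold induction of absorbance versus untreated yeast above a set limit, then at least 30% activation at any dose in follow-up; inconclusive = repeats straddling the limit, or above it without dose testing; inactive = fold induction below the set limit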;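 note: activators that raise dye reduction in frataxin-depleted yeast; strong numbers were not always called active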
PMI inhibition – human PMI inhibitors, high substrate, primary screen, biochemical, fluorescence intensity, high mannose 6-phosphate (AID 1220). recombinant PMI enzyme, coupled fluorescence intensity; higher % means a stronger effect. inhibition, % at 20 µM, or IC50 in µM where a hit was titrated. 0.66% of 190,000 active
Autophagy mod – autophagy modulation, high-content screen | MEF GFP-LC3 puncta imaging; test concentration mostly 10 µM | 0.98% of 190,000 active | calls only at 10 µM (by protocol);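 active = percentage of spot-positive cells more than 3 SD above its plate mean, without a fluorescence outlier flag or 80% toxicity; inconclusive = no clear call, values can overlap the other calls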;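 note: spot-positive cell cutoff set from DMSO-treated cells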
MT stabilizer – microtubule stabilization, imaging screen | HeLa tubulin immunostaining HCS, 24 h; share of cells brighter than vehicle mean+2SD | % tubulin-high responders, % at 10 µM | 0.83% of 200,000 active | AID 2205;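 active = plate Z-score above 3 for both tubulin-high and condensed-nucleus cell shares, with cell loss under 80%, at 10 µM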;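 note: anti alpha tubulin signal scored within the nucleus-defined area of each cell; some results filed as inactive read as strong as hits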
WT yeast gro inh – growth inhibition of WT yeast, mitochondrial fusion screen. inhibition, % at 10 µM. 2.1% of 190,000 active. mitochondrial fusion phenotypic screen, WT strain. AID 1362; in the data active = inhibition above about 58%; tested in S. cerevisiae
bCat nuc transl – modulators of beta-catenin nuclear translocation. HeLa beta-catenin nuclear translocation, immunofluorescence imaging. nuclear translocation activity, % at 5 µM. 0.3% of 190,000 active;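 active = nuclear translocation activity above 50% at 5 µM, with a well cell count of 50 or more; inconclusive = wells under 50 cells across six images, flagged as toxic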;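 note: per-cell ratio of nuclear to cytoplasmic median beta-catenin stain intensity; plate controls were DMSO negative control for no effect and GSK-3 inhibitor IX positive control for full effect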
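assay system = human HeLa cells, endogenous beta-catenin | times = compound treatment 24 h, 37°C, 5% CO2 | detection = Anti-beta-catenin immunofluorescence on PFA-fixed, Triton-permeabilized cells, DAPI nuclei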
WT yeast gro inh mutant strain – also measured in WT yeast gro inh; calls as there; inhibition, %; mitochondrial fusion phenotypic screen, mutant strain inhibition
Dynein cargo inh cytoplasmic EGFP – also measured in Dynein cargo inh; calls as there; z-score; measured here: cytoplasmic GR-EGFP intensity; hits give high values
Dynein cargo inh nuclear GR-EGFP – second read-out of Dynein cargo inh, no call of its own (marks repeat the call); z-score; measured here: nuclear GR-EGFP intensity;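 lower value marks the stronger effect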
Dynein cargo inh cell count – further read-out of Dynein cargo inh, marked with its call; z-score; measured here: cell count per field
Ins promoter up cell count – recorded beside Ins promoter up, whose call it bears; cell count; measured here: cytotoxicity, nuclei count;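 total cells summed across four imaged fields per well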
bCat nuc transl cell count 5 µM – further read-out of bCat nuc transl, marked with its call; cell count; measured here: cell count, cytotoxicity flag
MT stabilizer Hoechst-high % – further read-out of MT stabilizer, marked with its call; % Hoechst-high responders; measured here: nuclear condensation Hoechst responders;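 share of cells brighter than vehicle mean plus two SD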
MT stabilizer cytotoxicity % – second read-out of MT stabilizer, no call of its own (marks repeat the call); toxicity, %; measured here: cytotoxicity by cell density;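 0% = mean cell density of plate MIN control wells and 100% = no cells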
Autophagy mod cell loss 18 h – second read-out of Autophagy mod, no call of its own (marks repeat the call); toxicity, %; measured here: cell loss, nuclei count;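 cell loss after 18 h compound exposure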
The depositor's hits bear a star; i = inactive; ? = inconclusive; . = no result given. Cut-off read from the data, not from the text of the source, unless noted: active = inhibition above about 50%; inactive = the rest.

SMILES	Ins promoter up	Ins promoter up cell count	human PMI inhibition	Dynein cargo inh	Dynein cargo inh cytoplasmic EGFP	Dynein cargo inh nuclear GR-EGFP	Dynein cargo inh cell count	Yfh1-off respiration	PMI inhibition	Autophagy mod	Autophagy mod cell loss 18 h	MT stabilizer	MT stabilizer Hoechst-high %	MT stabilizer cytotoxicity %	WT yeast gro inh	WT yeast gro inh mutant strain	bCat nuc transl	bCat nuc transl cell count 5 µM
C(=N\Nc1nc(N2CCCC2)nc(N2CCCC2)n1)/c1ccccc1OCc1ccccc1	1.7	1191	13%	-0.54	-0.075	-0.21	0.65	i	15%	i	-11	3.2	1.9	5.0	5	-14	-0.8	1128
Cc1cc(NC(=O)CSc2nccn2C)no1	0.75	1497	-4%	-0.55	-0.33	-0.18	0.59	i	-4%	i	19	1.7	1.4	6.1	3	8	-2.9	1080
O=C(c1nc2ccccn2c1CNCCOc1cccnc1)N1CCOCC1	0.33	1397	11%	1.1	-0.23	0.71	-0.8	i	20%	i	21	1.8	1.4	1.0	-3	-5	-0.9	1204
CCc1nc(SCCO)c2oc3ccccc3c2n1	0.72	1218	3%	-0.67	-0.18	-0.45	0.073	i	2%	i	2	1.6	0.8	3.3	10	1	-6.9	929
Cc1ccnc(Nc2nc(-c3c(C)nc4sccn34)cs2)c1	-0.09	807	24%	-0.76	-0.37	-0.067	0.19	i	19%	i	-3	21	1.9	8.9	81*	74*	2.4	1040
CC1CCc2c(sc3ncnc(NS(=O)(=O)c4cccs4)c23)C1 (stereo unspecified)	-0.3	1262	-11%	-0.077	-0.31	-0.15	-0.41	i	5%	i	-1	0.9	3.2	2.5	13	-6	-1.9	1079
COc1ccc(CC2(C)OC(c3ccccc3)=NN2C(C)=O)cc1 (stereo unspecified)	0.16	1223	-8%	0.4	-0.27	0.27	0.18	i	-8%	i	-4	3.2	3.6	5.0	-4	-11	0.9	979
COc1ccc(C(=O)OCC[N+]2(C)CCCCC2)cc1	0.56	1283	4%	0.63	-0.4	0.56	0.82	i	-7%	i	13	3.1	1.8	1.5	6	-2	.	.
O=C(NC1CCCCC1)N(Cc1nc2ccccc2c(=O)[nH]1)C1CCCC1	-0.31	1288	-6%	-0.66	-0.24	-0.27	0.92	.	-5%	i	9	3.6	1.8	16	-9	-16	-4.6	865
C=C(C)c1cccc(C(C)(C)NC(=O)NC2CC(C)(C)NC(C)(C)C2)c1	0.59	1307	-5%	0.35	-0.18	-0.36	-0.28	i	-7%	i	-7	1.1	1.4	1.4	-8	-8	0.8	1554
CCN(CC)C(=O)CSc1nc2c(sc(=S)n2Cc2ccco2)c(=O)n1-c1ccccc1	-1.1	844	19%	-0.031	-0.029	0.14	-0.62	i	45%	i	-1	3.3	1.3	7.1	-4	20	-0.8	839
CCOC(=O)c1c(NC(=O)CSc2nnc(C)c(=O)[nH]2)sc(C)c1C	0.11	1635	0%	-0.99	-0.29	-0.58	0.95	i	6%	i	4	3.7	2.0	12	-18	10	-3.2	1046
COCCNc1nnc(SCC(=O)c2c[nH]c3ccccc23)s1	1.6	1274	5%	2.2	-0.29	0.7	-0.88	i	5%	i	8	5.7	2.8	2.9	16	-3	0.1	946
O=[N+]([O-])c1ccc(/C=N/Nc2cc(Cl)nc(-c3ccccc3)n2)cc1	-0.03	1571	3%	0.4	-0.21	0.94	-0.22	.	2%	i	-26	3.4	0.9	7.1	-7	-6	1.2	1416
C=CCN1CCN(C(CC(C)C)c2nnnn2CCOC)CC1 (stereo unspecified)	-0.08	1172	-4%	-0.1	-0.25	0.71	0.74	i	-10%	i	13	3.7	1.6	5.3	-16	0	-3.3	1107
Cc1cc(C(=O)COC(=O)c2ccc(N)cc2)c(C)n1-c1c(C)n(C)n(-c2ccccc2)c1=O	.	.	-2%	-0.21	-0.27	-0.11	0.46	i	-4%	i	-9	3.0	1.2	6.3	-7	-12	0.8	1445
COc1ccc(C(=O)NC(=S)NC2CCSC2=O)cc1 (stereo unspecified)	-0.15	1379	5%	-0.99	-0.28	-0.93	1.3	i	4%	i	-17	2.6	3.4	5.9	1	3	.	.
CCOC(=O)C(NC(=O)NCc1ccc(F)cc1)(OCC)C(F)(F)F (stereo unspecified)	-0.01	1508	-2%	-0.34	-0.18	-0.16	0.56	i	-1%	i	15	1.9	3.3	3.3	-1	2	-1.1	530
N/C(CN1CCCC1=O)=N\OC(=O)c1ccc(Cl)c(Cl)c1	0.47	1514	1%	0.16	-0.23	-0.2	-0.42	i	4%	i	16	1.9	1.8	1.2	0	-10	-1.5	1132
O=C(c1ccc(CSc2nc3ccncc3[nH]2)cc1)N1CCN(c2cccc(Cl)c2)CC1	?	.	5%	2	-0.056	2.5	-1.8	i	-3%	i	-44	4.0	3.3	10.0	-3	-18	-1.1	535
Cc1nc2ccccn2c1C(=O)N/N=C/c1ccc2c(c1)OCO2	-0.09	1039	-7%	0.15	0.43	0.52	0.25	i	8%	i	-16	3.9	4.1	8.5	3	-4	4.5	411
COCCNC(=O)CC(NS(=O)(=O)c1ccc(C)cc1)c1ccco1 (stereo unspecified)	0.71	1395	12%	2.5	-0.16	1.6	-1.3	i	3%	.	.	1.5	1.8	4.4	73*	18*	1.9	1419
O=c1nc2sc3ccccc3n2c(=O)n1-c1ccc(Cl)cc1	-0.33	1407	14%	3.4	-0.21	3	-1.5	i	8%	i	16	5.5	1.8	2.3	12	13	1.0	874
O=C(O)C1C2CCCCC2=C2CCCCC2C1C(=O)c1ccccc1 (stereo unspecified)	-0.59	1420	.	-0.67	-0.3	-0.53	0.6	i	.	.	.	.	.	.	.	.	-1.5	1227
Cn1nnnc1SCC(=O)Nc1ccccc1-c1ccccc1	0.56	1239	6%	-0.82	-0.28	-0.55	0.38	i	1%	i	-4	1.5	1.3	22	7	2	1.1	929
Next results follow.
SMILES	Ins promoter up	Ins promoter up cell count	human PMI inhibition	Dynein cargo inh	Dynein cargo inh cytoplasmic EGFP	Dynein cargo inh nuclear GR-EGFP	Dynein cargo inh cell count	Yfh1-off respiration	PMI inhibition	Autophagy mod	Autophagy mod cell loss 18 h	MT stabilizer	MT stabilizer Hoechst-high %	MT stabilizer cytotoxicity %	WT yeast gro inh	WT yeast gro inh mutant strain	bCat nuc transl	bCat nuc transl cell count 5 µM
CC1(C)Cc2c(sc3nc(C4CC4)n(N)c(=O)c23)CO1	-0.04	1106	.	0.49	-0.26	0.82	0.16	i	.	.	.	.	.	.	.	.	-0.3	1253
CC(C)CNC(=O)COC(=O)c1ccc([N+](=O)[O-])cc1Cl	.	.	6%	-0.56	-0.3	-0.47	0.016	i	-4%	i	-4	3.0	3.6	6.0	-6	-3	-2.2	942
CNc1cccccc1=S	-0.54	1043	-12%	-0.23	-0.18	-0.12	0.71	i	-30%	i	3	1.4	1.3	4.4	-18	-6	-5.9	759
Cc1cc(C=O)c(C)n1-c1sc2c(c1C(=O)O)CCCC2	0.19	1297	-3%	-0.1	0.58	0.48	-0.49	i	2%	i	-6	2.7	2.1	4.0	-4	11	4.3	572
Cc1c(N2C(=O)/C(=C/c3ccccc3)SC2=S)c(=O)n(-c2ccccc2)n1C	0.69	1385	6%	0.52	0.52	0.57	-1.3	i	6%	i	1	1.6	1.3	9.7	-24	-33	4.2	1407
CCCCOc1ccc(S(=O)(=O)N2CCCCCC2)cc1	-0.54	1250	4%	0.19	-0.27	0.14	-0.31	i	3%	i	0	5.5	6.6	11	13	4	0.2	1229
CCc1ccc(N(C(=O)CNC(=O)c2cccs2)C(C(=O)NC(C)(C)C)c2cc(OC)c(OC)c(OC)c2)cc1 (stereo unspecified)	.	.	16%	-0.32	-0.2	-0.44	-0.024	i	11%	i	0	2.2	3.7	10	1	-1	.	.
OCCN(Cc1ccccc1)Cc1cccc(Cl)c1Cl	1.6	1398	10%	-0.61	0.0071	-0.021	-0.98	i	10%	i	4	3.4	1.8	5.2	18	-6	-0.7	1416
O=C(Nc1ccc(Oc2ccc(C(F)(F)F)cn2)c(Cl)c1)C1CC1	0.42	1191	-12%	-0.54	-0.15	-0.22	0.82	.	1%	i	2	3.0	2.1	10	-8	2	-1.7	1083
COc1ccc(N2C(=O)NC(NC(=O)c3ccncc3)(C(F)(F)F)C2=O)cc1 (stereo unspecified)	-0.28	1597	-4%	0.65	0.033	0.37	-1	i	0%	i	0	1.6	0.8	3.0	29	25	-1.1	1364
Cc1nn(C)c(C(=O)N2CCN(C(=O)c3ccco3)CC2)c1Br	.	.	12%	3.5	-0.051	1.6	-2.1	i	2%	i	10	3.6	2.3	1.0	-4	-6	-1.3	896
CCN(CC)P(=O)(Nc1cccc(C(F)(F)F)c1)c1ccc(N(C)C)cc1NC(=O)c1ccco1 (stereo unspecified)	0.29	1207	2%	0.058	-0.32	-0.27	0.95	i	8%	i	8	4.6	0.8	6.3	8	-2	-1.5	1105
Nc1nn(S(=O)(=O)c2ccccc2)cc1-c1ccc([N+](=O)[O-])cc1	0.56	993	3%	0.36	-0.089	0.55	-0.59	i	9%	i	-1	1.8	1.3	4.1	-13	-5	-1.1	541

Bioassay records: PubChem BioAssay, several laboratories
